Screens (PubChem BioAssay)
ATXN2 expr inh: ATXN2 expression inhibition; HEK-293 ATXN2-luciferase reporter, luminescence, 24 h; Potency, µM (top dose mostly 57 µM), inactives show at the top dose activity change, negative = inhibition, actives largely listed as inhibitors; hit rate 0.72% among 360,000; note: potency is the fitted concentration of half-maximal effect; % is set by controls: 0 for no effect and ±100 for the full control effect; nearly all actives have a fitted effect of over 55% in size
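qHTS (up to 57 uM final) was run with 24 h compound exposure of reporter cells at 37 °C. Each well was multiplexed: SteadyGlo luminescence measured ATXN2-luciferase expression after a fluorogenic Gly-Phe-AFC viability readout (25 uM final).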
KB-V1 MDR tox: KB-V1 MDR subline cytotoxicity; KB-V1 MDR cells viability, CellTiter-Glo, 72 h; Potency, µM (doses to about 46.1 µM), without a hit: at the highest dose activity change, negative = cytotoxicity, usual class: cytotoxic; hit rate 3.4% among 400,000; AID 1347076; note: potency is the fitted concentration of half-maximal effect; % is set by controls: 0 for no effect and ±100 for the full control effect; nearly all actives have a fitted effect of over 60% in size
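qHTS viability screen in drug-selected KB-V1 MDR cells: 72 h compound treatment at 37 degrees C, ATP luminescence end point.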
MCF10A rerep: induces DNA re-replication in MCF 10a normal breast cells. Potency, µM (series often up to 46.1 µM), inactives show at the highest dose activity, positive = re-replication, actives largely listed as activators. hit rate 2.9% among 350,000. MCF 10A DNA re-replication, Hoechst nuclear intensity, 48 h; note: potency is the fitted concentration of half-maximal effect; % of control where 0% means no effect; nearly all actives have a fitted effect of over 50% in size
IL-1B inflam inh: inhibitors of inflammasome signaling (IL-1 beta secretion). THP-1 LPS/ATP IL-1B secretion, AlphaLISA, 16 h; stronger effect = lower value. activity change, % at 57.5 µM. hit rate 4.7% among 360,000. AID 743279; in the data active = activity change below about -50%; inconclusive = mostly about -30% to -49%; note: % is set by controls: 0 for no effect and ±100 for the full control effect
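Secreted IL-1B measured by AlphaLISA bead assay after 16 h compound exposure of THP-1 cells; compounds (final up to 57.5 uM) added 1 h before LPS (250 ng/mL) and ATP (1.25 mM) stimulation; lower signal means less secretion.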
WRN helicase inh: inhibitors of human WRN helicase | hit rate 0.46% among 360,000 | Potency, µM (top dose mostly 114 µM), for the others: at the top dose activity change, negative = inhibition, most hits filed as inhibitors | WRN helicase unwinding, fluorescent forked duplex, kinetic; note: potency is the fitted concentration of half-maximal effect; % is set by controls: 0 for no effect and ±100 for the full control effect; nearly all actives have a fitted effect of over 55% in size
Target sequence (Q14191 whole entry, looked up): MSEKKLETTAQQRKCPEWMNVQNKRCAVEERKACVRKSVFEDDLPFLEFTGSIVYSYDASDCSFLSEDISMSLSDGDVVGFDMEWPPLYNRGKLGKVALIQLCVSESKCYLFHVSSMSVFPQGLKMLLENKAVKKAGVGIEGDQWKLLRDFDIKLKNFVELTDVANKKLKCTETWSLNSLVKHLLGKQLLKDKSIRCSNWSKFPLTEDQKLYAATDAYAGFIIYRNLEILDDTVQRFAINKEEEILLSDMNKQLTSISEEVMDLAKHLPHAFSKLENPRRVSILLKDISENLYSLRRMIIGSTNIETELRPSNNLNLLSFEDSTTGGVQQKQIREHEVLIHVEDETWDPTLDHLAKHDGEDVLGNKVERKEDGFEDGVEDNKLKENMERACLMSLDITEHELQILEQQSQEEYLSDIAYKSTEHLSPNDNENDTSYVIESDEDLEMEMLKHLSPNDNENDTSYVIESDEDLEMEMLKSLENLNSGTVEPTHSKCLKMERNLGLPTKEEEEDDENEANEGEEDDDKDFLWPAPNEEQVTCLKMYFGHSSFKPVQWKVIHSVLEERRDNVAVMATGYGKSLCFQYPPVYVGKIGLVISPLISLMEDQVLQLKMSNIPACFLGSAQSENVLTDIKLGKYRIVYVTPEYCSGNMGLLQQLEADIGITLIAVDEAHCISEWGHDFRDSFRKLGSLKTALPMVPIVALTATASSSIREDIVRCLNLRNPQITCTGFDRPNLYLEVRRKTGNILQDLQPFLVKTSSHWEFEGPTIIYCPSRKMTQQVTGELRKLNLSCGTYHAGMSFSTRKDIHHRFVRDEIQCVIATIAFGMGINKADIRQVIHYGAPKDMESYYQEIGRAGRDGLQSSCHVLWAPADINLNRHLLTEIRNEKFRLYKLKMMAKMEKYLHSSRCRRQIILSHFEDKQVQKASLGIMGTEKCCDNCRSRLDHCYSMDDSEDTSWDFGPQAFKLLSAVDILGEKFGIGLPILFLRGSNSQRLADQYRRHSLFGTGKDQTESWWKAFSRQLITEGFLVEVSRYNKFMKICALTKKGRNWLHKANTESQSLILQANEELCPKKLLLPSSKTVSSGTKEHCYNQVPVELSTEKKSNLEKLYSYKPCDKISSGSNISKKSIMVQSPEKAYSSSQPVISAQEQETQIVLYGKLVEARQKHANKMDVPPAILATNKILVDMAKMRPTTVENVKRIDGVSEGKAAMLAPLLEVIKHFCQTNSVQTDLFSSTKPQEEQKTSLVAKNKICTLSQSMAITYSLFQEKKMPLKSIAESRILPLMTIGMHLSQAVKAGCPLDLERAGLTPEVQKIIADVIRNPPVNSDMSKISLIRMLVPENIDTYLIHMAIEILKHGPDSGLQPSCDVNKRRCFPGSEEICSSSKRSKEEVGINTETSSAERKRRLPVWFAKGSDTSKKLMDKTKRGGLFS
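Kinetic fluorescence helicase assay: unwinding of a quenched forked DNA duplex (100 nM final) with 2 mM ATP final raises red fluorescence (525/598 nm). Compounds sat 15 min at room temperature with 20 nM WRN beforehand.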
HT1080NT lethal: kills 2HG-producing HT-1080-NT fibrosarcoma cells. HT-1080-NT fibrosarcoma viability, CellTiter-Glo ATP luminescence, 48 h. AID 686970. Potency, µM (doses to about 46.1 µM), inactives show at the top dose activity, negative = less viability, usual class: cytotoxic. hit rate 1.6% among 360,000;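 note: NT is the 2HG producing partner of a matched IDH1 knockdown line; potency is the fitted concentration of half-maximal effect; 0% = DMSO-treated cells and -100% = media-only wells without cells; nearly all actives have a fitted effect of over 55% in size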
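HT-1080-NT; 750 cells/well; 5% FBS RPMI; 48 h compound, 37 degrees C; CellTiter-Glo luminescence; curve fitting and curve-class assignment.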
KB-3-1 cytotox: kills parental KB-3-1 adenocarcinoma cells; KB-3-1 viability, CellTiter-Glo ATP luminescence, 72 h; Potency, µM (titrated, usually from 46.1 µM), inactives show at the highest dose activity change, negative = cytotoxic, most hits filed as cytotoxic; hit rate 1.4% among 400,000; AID 1347075; note: potency is the fitted concentration of half-maximal effect; % is set by controls: 0 for no effect and ±100 for the full control effect; nearly all actives have a fitted effect of over 60% in size
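Cytotoxicity measured as CellTiter-Glo luminescence after 72 h at 37 C. Compound titrations were pinned onto drug-naive KB-3-1 parental adenocarcinoma cells grown in DMEM with 10% FBS, and normalized data fitted to concentration-response curves.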
SW480 rerep: DNA re-replication induction in SW480 cells. AID 624297. Potency, µM (series often up to 46.1 µM), for the others: top-dose re-replication activation, hits mostly activators. hit rate 1.8% among 340,000. SW480 DNA re-replication, Hoechst DNA content imaging, 48 h; note: potency is the fitted concentration of half-maximal effect; % of control where 0% means no effect; nearly all actives have a fitted effect of over 55% in size
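DNA re-replication was detected as more nuclei of elevated Hoechst intensity after 48 hr exposure to compound (23 nL pinned per well of 250 cells).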
HT1080 IDH1KD tx: kills HT-1080 cells with IDH1 knockdown; HT-1080 IDH1 knockdown viability, ATP luminescence, 48 h; Potency, µM (titrated, usually from 46.1 µM), for the others: at the highest dose activity, negative = toxicity, usual class: cytotoxic; hit rate 2% among 360,000; AID 686971;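 note: potency is the fitted concentration of half-maximal effect; 0% = DMSO wells and -100% = cell-free medium wells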
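Assay cells: HT-1080 with IDH1 knockdown, 750 per well, RPMI/5% FBS. Exposure: 48 h at 37 °C following 2 h pre-incubation. Read: CellTiter-Glo luminescence; fitted concentration-response, curve class assigned.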
The depositor's hits bear a star; i = inactive; ? = inconclusive; . = not tested or not shown; [ ] = remark or other dose. Unless noted, calls come from the whole dose curve; as a rule, active = well fitted curve in the direction sought with a large enough effect; inconclusive = small, poorly fitted or top-dose-only effect, or another doubt; inactive = no such curve, though single readings can be large; an effect the other way counts as inactive or inconclusive. Hits appear at their usual frequency. About 12% of those tested had a hit in this group.

1	NC(=O)C1CCCN(C(=O)c2ccc3oc(Cc4ccc(Cl)cc4)nc3c2)C1 (stereo not given)
2	CC[C@@H](C)[C@@H]1CN([C@@H](CN2CCC[C@H]2CN2C(N)=NC[C@H]2C(C)C)C(C)C)C(=N)N1CCc1ccc(Cl)c(Cl)c1
3	CC(=O)c1cnc2c(-c3ccccc3)c(-c3ccccc3)nn2c1C
4	CC(=O)Nc1cn(-c2ccccc2)nc1-c1ccccc1
5	Nn1cc(-c2ccccc2)nc1SCC(=O)NC1CCS(=O)(=O)C1 (stereo not given)
6	CCOC(=O)N1CCN(S(=O)(=O)c2ccc(C(=O)N(CCCN(C)C)c3nc4ccc(Cl)cc4s3)cc2)CC1
7	COC(=O)c1cc(NS(=O)(=O)c2cccs2)cc(NS(=O)(=O)c2cccs2)c1
8	COc1ccccc1-c1nnc2n1N=C(C(C)(C)C)CS2
9	COC(=O)Cn1c(C)c(C#N)c2ccccc21
10	CC(C)NC(=S)N/N=C/c1cc(Br)ccc1O
entry no.	1	2	3	4	5	6	7	8	9	10
ATXN2 expr inh	1%	-3%	.	-19%[11.3 µM]	-15%	?	0%	8%	-8%	-32%
KB-V1 MDR tox	12%	0%	8%	-17%	10%	-16%	15%	-3%	3%	0%
MCF10A rerep	-6%	-2%	7%	-3%	2%	19%	12%	?	15%	?
IL-1B inflam inh	-10	-78*	39	-79*	8	-96*	21	0	0	32
WRN helicase inh	-9%	-11%	-9%	5%	4%	2%	-10%	-1%	0%	-29%
HT1080NT lethal	3%	-1%	2%	20%	13%	-18%	4%	3%	-3%	?
KB-3-1 cytotox	-2%	0%	?	0%	2%	-5%	6%	1%	-2%	0%
SW480 rerep	-20%	-1%	-2%	-2%	-2%	?	10%	-61%[inhibitor]	-10%	?
HT1080 IDH1KD tx	1%	-4%	0%	6%	5%	-12%	-2%	-2%	0%	?

11	CC1CCCCC1NC(=O)COC(=O)c1ccccn1 (stereo not given)
12	CN(CCc1ccccc1)C(C(=O)Nc1ccc2c(c1)OCCO2)c1ccnc2ccccc12 (stereo not given)
13	CC1SC(c2ccc(F)cc2)NC1=O (stereo not given)
14	COc1ccc(C2C(C(=O)OCC(=O)Nc3ccc(C)cc3)CCC(=O)N2c2ccc(OC)cc2)cc1 (stereo not given)
15	Cc1nn(C)cc1S(=O)(=O)N1CCN(c2ccccc2F)CC1
16	CS(=O)(=O)N(CC(=O)NCc1ccc2c(c1)OCO2)c1ccc(Cl)cc1
17	Cc1ccnc(NS(=O)(=O)c2ccc(NC(=O)c3ccc(S(=O)(=O)N4CCOCC4)cc3)cc2)n1
18	Cc1cc[n+](-c2[nH]c(=O)sc2/C=N/N=C(\[O-])c2ccccc2)cc1C
19	CCN1CCN(c2ccc(NC(=O)c3cccc4ncccc34)cc2)CC1
20	CCc1ccccc1NC(=S)N(CCCN1CCOCC1)Cc1cccs1
entry no.	11	12	13	14	15	16	17	18	19	20
ATXN2 expr inh	-23%	-35%	8%	5%	15%	0%	3%	-9%	5%	-22%
KB-V1 MDR tox	18%	23µM*	?	-6%	?	-5%	2%	-2%	0%	-7%
MCF10A rerep	?	.	-5%	-10%	-1%	7%	-1%	4%	-1%	28%
IL-1B inflam inh	10	-18	27	12	i	-4	1	22	14	5
WRN helicase inh	-3%	-7%	2%	10%	1%	4%	5%	0%	-2%	0%
HT1080NT lethal	-2%	?	16%	18%	-5%	0%	10%	7%	9%	5%
KB-3-1 cytotox	0%	?	4%	23%	-21%	16%	9%	4%	-6%	11%
SW480 rerep	?	.	-1%	-1%	-3%	-5%	-4%	-1%	1%	2%
HT1080 IDH1KD tx	12%	?	19%	16%	-1%	-2%	15%	13%	4%	3%

21	CC(CC(=O)N1CCc2ccccc21)c1ccccc1 (stereo not given)
22	Cc1cc(C)nc(SCc2ccc(C(=O)N/N=C/c3ccncc3)cc2)n1
23	CS(=O)(=O)N(CC(=O)NCCC1=CCCCC1)C1CCCCC1
24	Cc1nn(Cc2n[nH]c(=S)n2Cc2ccccc2)c(C)c1Cl
25	CCCSc1nsc(N)n1
26	C=CCNc1nc(Nc2ccc(OC)cc2)nc(OCC)n1
27	Cc1ccc(OC(=O)Nc2ccccc2)cc1
28	O=C(COc1ccc2c3c(c(=O)oc2c1)CCC3)N1CCN(c2ccc(F)cc2)CC1
29	CC(=O)Nc1ccc(OCC(=O)N(CC(C)C)C2CCS(=O)(=O)C2)cc1 (stereo not given)
30	COc1cc(/C=N/NC(=O)CCN2CCN(C)CC2)cc2c1OCO2
entry no.	21	22	23	24	25	26	27	28	29	30
ATXN2 expr inh	-3%	3%	-5%	3%	7%	1%	33%	-29%	-24%	6%
KB-V1 MDR tox	2%	7%	-5%	-25%	15%	-7%	0%	?	-5%	4%
MCF10A rerep	-3%	-2%	-3%	14%	3%	3%	0%	9%	-3%	0%
IL-1B inflam inh	1	-9	-16	21	7	-25	-17	64	-16	0
WRN helicase inh	-1%	-3%	7%	-3%	-2%	4%	-1%	-4%	-12%	?
HT1080NT lethal	?	-5%	-7%	-2%	2%	-16%	28%	5%	0%	-7%
KB-3-1 cytotox	23%	-18%	?	-3%	?	5%	16%	13%	-4%	-4%
SW480 rerep	1%	-15%	0%	2%	2%	-4%	-18%	-31%[inhibitor]	1%	-3%
HT1080 IDH1KD tx	8%	-10%	-3%	-4%	?	0%	19%	-5%	9%	-1%

31	CCNS(=O)(=O)c1ccc(CCC(=O)N2CCN(Cc3ccccc3)CC2)cc1
32	Cc1ccc(NC(=O)CN2C(=O)COc3ccc(S(=O)(=O)N4CCCC4)cc32)cc1C
33	COc1cc(/C=C2\SC(=O)N(CCN)C2=O)ccc1OS(=O)(=O)c1cc(C)ccc1C
34	O=C(C=Cc1ccccc1)c1cc(Br)ccc1O
35	COc1ccc(Cl)cc1NC(=O)CN1CCCCCC1
36	NC(=O)CCC(NS(=O)(=O)c1ccc(Cl)cc1)C(=O)NCc1ccccc1Cl (stereo not given)
37	COc1ccccc1N(Cc1ccccc1)S(=O)(=O)c1cccc(C(=O)Nc2cc(C)ccn2)c1
38	COCCn1cnc2c1c(=O)n(CC(=O)Nc1cc(C)on1)c(=O)n2Cc1ccccc1
39	CCC(=O)n1nc(-c2ccccc2)nc1SCC(=O)Nc1ccc(C)cc1
40	COc1ccc(C(=O)OCC(=O)Nc2ccc3c(c2)OCCO3)c(OC)c1
entry no.	31	32	33	34	35	36	37	38	39	40
ATXN2 expr inh	-12%	5%	-10%	-2%	.	-1%	?	-31%	-1%	.
KB-V1 MDR tox	19%	-27%	-24%	7%	-22%	-16%	-26%	0%	21µM*	-2%
MCF10A rerep	-6%	-14%	?	?	-7%	2%	5%	-2%	0%	8%
IL-1B inflam inh	-10	-52*	-109*	-22	0	-17	?	19	4	12
WRN helicase inh	1%	-5%	-2%	-18%	2%	-14%	-5%	0%	-1%	2%
HT1080NT lethal	2%	-6%	?	-1%	-2%	-4%	-24%	9%	0%	-3%
KB-3-1 cytotox	3%	-14%	-27%	-6%	-4%	-5%	16µM*	-9%	0%	?
SW480 rerep	-13%	-6%	-2%	?	-19%	18%	21%	-2%	-19%	0%
HT1080 IDH1KD tx	11%	-7%	?	0%	-3%	0%	?	4%	2%	4%

41	CCOc1ccc(C(=O)COC(=O)Cn2cnc3c2c(=O)n(C)c(=O)n3C)cc1
42	COc1cc(OC)cc(C(=O)NCC(=O)OCc2cc(=O)oc3cc(OC)ccc23)c1
43	CC1=CCC(C(=O)O)(C(=O)N/N=C/c2cccs2)C(c2ccc([N+](=O)[O-])cc2)C1 (stereo not given)
44	CCCc1ccc(OCCNC(C)=O)cc1
45	Cc1ccc(C)c(-n2cc(CNC(C)Cn3cncn3)c(-c3ccccc3)n2)c1 (stereo not given)
46	CC(C)Oc1cccc(C(=O)Nc2ccc(NC(=O)c3ccco3)cc2)c1
entry no.	41	42	43	44	45	46
ATXN2 expr inh	18%	19%	-6%	13%	-5%	-4%
KB-V1 MDR tox	?	2%	10%	3%	-16%	19%
MCF10A rerep	-3%	-5%	10%	27%	21%	2%
IL-1B inflam inh	-1	13	9	7	-18	-7
WRN helicase inh	-4%	-7%	-10%	-1%[57.1 µM]	-2%	-15%
HT1080NT lethal	21%	6%	1%	-15%	1%	-3%
KB-3-1 cytotox	11%	14%	-6%	1%	1%	15%
SW480 rerep	3%	-3%	-1%	0%	27%	2%
HT1080 IDH1KD tx	9%	7%	-13%	-5%[9.24 µM]	-14%	-3%

In the list so far, these contain an aryl thioether with sulfur outside any ring.
5	Nn1cc(-c2ccccc2)nc1SCC(=O)NC1CCS(=O)(=O)C1 (stereo not given)
22	Cc1cc(C)nc(SCc2ccc(C(=O)N/N=C/c3ccncc3)cc2)n1
25	CCCSc1nsc(N)n1
39	CCC(=O)n1nc(-c2ccccc2)nc1SCC(=O)Nc1ccc(C)cc1
entry no.	5	22	25	39
ATXN2 expr inh	-15%	3%	7%	-1%
KB-V1 MDR tox	10%	7%	15%	21µM*
MCF10A rerep	2%	-2%	3%	0%
IL-1B inflam inh	8	-9	7	4
WRN helicase inh	4%	-3%	-2%	-1%
HT1080NT lethal	13%	-5%	2%	0%
KB-3-1 cytotox	2%	-18%	?	0%
SW480 rerep	-2%	-15%	2%	-19%
HT1080 IDH1KD tx	5%	-10%	?	2%
